# Apoferritin bind: qHTS Assay for Identification of Novel General Anesthetics. AID 485281, 2010. Ferritin light chain (Equus caballus), P02791. apoferritin/1-aminoanthracene competitive binding, fluorescence. 350,000 compounds, 0.074% hits. Potency, µM (highest dose often 77.5 µM), for the others: top-dose activity change, negative = displacement, usual class: inhibitors; also: potency is read from the fitted curve at half-maximal effect; % is scaled to controls: 0 for no effect and ±100 for the full control effect; nearly all actives have a fitted effect of over 20% in size
# Target sequence (P02791 2-175 limits assumed): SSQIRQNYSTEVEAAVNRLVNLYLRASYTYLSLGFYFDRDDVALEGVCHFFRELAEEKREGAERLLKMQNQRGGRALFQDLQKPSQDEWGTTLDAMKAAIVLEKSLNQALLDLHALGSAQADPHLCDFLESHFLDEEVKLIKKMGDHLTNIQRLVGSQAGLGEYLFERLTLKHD
#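 Read-out: endpoint 1-AMA fluorescence, excitation 380 nm and emission 535 nm, after compounds sit 10 min at room temperature with 10 uM horse-spleen apoferritin in 50% saturated 1-AMA/PBS. Values come from four-parameter Hill fits.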
# APEX1 inh: qHTS Assay for Inhibitors of the Human Apurinic/apyrimidinic Endonuclease 1 (APE1) | AID 2517, 2012 | Potency, µM (series often up to 65.8 µM), inactives show at the highest dose activity change, negative = inhibition, actives largely listed as inhibitors | recombinant APE1, TAMRA/BHQ-2 abasic DNA cleavage fluorescence | 350,000 compounds, 0.35% hits;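 also: potency is read from the fitted curve at half-maximal effect; plate controls were vehicle for no effect and reference inhibitor for full effect; nearly all actives have a fitted effect of over 55% in size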
#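 Activity was derived from the fluorescence gain between first and third kinetic reads (60 s intervals, ex 525/em 598 nm) after 50 nM THF-abasic TAMRA/BHQ-2 duplex was added to 0.75 nM APE1 preincubated 15 min with compound.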
# BLM helicase inh: qHTS Assay for Inhibitors of Bloom's syndrome helicase (BLM). recombinant BLM DNA unwinding, fluorescence dequenching. Potency, µM (top dose mostly 56.1 µM), for the others: at the top dose activity change, negative = inhibition, most hits filed as inhibitors. RecQ-like DNA helicase BLM (Homo sapiens), P54132. 350,000 compounds, 0.2% hits;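 also: potency is read from the fitted curve at half-maximal effect; plate controls were vehicle for no effect and no enzyme for full effect; nearly all actives have a fitted effect of over 35% in size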
# POLI inh: qHTS for Inhibitors of Polymerase Iota. Potency, µM (highest dose often 115 µM), for the others: top-dose activity, negative = inhibition, hits mostly inhibitors. Pol iota fluorescent replication assay, 10 min. DNA polymerase iota (Homo sapiens), Q9UNA4. AID 588590, 2011. 390,000 compounds, 1% hits; also: potency is read from the fitted curve at half-maximal effect
#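 Pol iota at 10 nM preincubated 15 min with compounds at room temperature; reaction started with fluorescent substrate, 50 nM final. Fluorescence read kinetically at 0 and 10 min; buffer-only wells as negative control.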
# POLK inh: qHTS for Inhibitors of Polymerase Kappa. purified Pol kappa, fluorescent DNA synthesis assay, 10 min. Potency, µM (series often up to 107 µM), for inactives: top-dose activity, negative = inhibition, most hits filed as inhibitors. 400,000 compounds, 0.53% hits. AID 588579, 2011; also: potency is read from the fitted curve at half-maximal effect; % is scaled to controls: 0 for no effect and ±100 for the full control effect
#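 10 nM Pol kappa preincubated 15 min at room temperature with compounds, then reaction started with substrate at 50 nM final. Fluorescence read kinetically at 0 and 10 min; buffer-only wells served as negative control.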
# LDHA inh: qHTS assay for inhibitors of human lactate dehydrogenase; L-lactate dehydrogenase A chain (Homo sapiens), P00338; purified LDHA, NADH/diaphorase-resazurin fluorescence; active compounds read low; activity change, % (values are at about 110 or 230 µM); 480,000 compounds, 0.15% hits; in the data active = activity change below about -30%; inconclusive = mostly about -25% to -30%;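 also: plate controls were DMSO wells for no effect and wells without enzyme for full effect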
#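 Human LDH5 (2 nM) was incubated with 0.06 mM NADH and 0.2 mM pyruvate for 5 min at room temperature in Tris pH 7.4. Remaining NADH was coupled through diaphorase/resazurin, and resorufin fluorescence was read at 0 and 20 min.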
# Glioma ERSR ind: qHTS for Inducers of the Endoplasmic Reticulum Stress Response (ERSR) in Human Glioma: qHTS. U87-MG GRP78 promoter luciferase reporter, 16 h. Potency, µM, without a hit: top-dose activation, actives largely listed as activators. 420,000 compounds, 0.02% hits. AID 602332, 2012; also: potency is read from the fitted curve at half-maximal effect; series mostly up to about 76 µM; % of control where 0% means no effect; nearly all actives have a fitted effect of over 35% in size
#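 ERSR induction read as luciferase luminescence (Bright-Glo, 10 min at room temperature) in stably transfected human U87-MG glioma cells exposed to compounds for 16 h, using GRP78 as sensor.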
# POLB inh: qHTS Assay for Inhibitors of DNA Polymerase Beta | P06746 | Pol beta primer extension/strand displacement, fluorescence kinetic | Potency, µM (titrated, usually from 114 µM), inactives show at the highest dose activity change, negative = inhibition, actives largely listed as inhibitors | 340,000 compounds, 1.3% hits | AID 485314, 2010; also: potency is read from the fitted curve at half-maximal effect; % is scaled to controls: 0 for no effect and ±100 for the full control effect
#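 Reaction started by 50 nM substrate onto compound-treated Pol beta (10 nM, 15 min preincubation, room temperature); plates read at 0 min and 10 min. Normalized concentration-effect data fitted by four-parameter Hill equation.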
# Pol eta inh: qHTS for Inhibitors of Polymerase Eta | recombinant Pol eta, fluorescent DNA replication assay | Potency, µM (top dose mostly 114 µM), for inactives: top-dose activity change, negative = inhibition, usual class: inhibitors | 390,000 compounds, 1.2% hits | DNA polymerase eta (Homo sapiens), Q9Y253; also: potency is read from the fitted curve at half-maximal effect; % is scaled to controls: 0 for no effect and ±100 for the full control effect
# Target sequence (Q9Y253 whole entry, looked up): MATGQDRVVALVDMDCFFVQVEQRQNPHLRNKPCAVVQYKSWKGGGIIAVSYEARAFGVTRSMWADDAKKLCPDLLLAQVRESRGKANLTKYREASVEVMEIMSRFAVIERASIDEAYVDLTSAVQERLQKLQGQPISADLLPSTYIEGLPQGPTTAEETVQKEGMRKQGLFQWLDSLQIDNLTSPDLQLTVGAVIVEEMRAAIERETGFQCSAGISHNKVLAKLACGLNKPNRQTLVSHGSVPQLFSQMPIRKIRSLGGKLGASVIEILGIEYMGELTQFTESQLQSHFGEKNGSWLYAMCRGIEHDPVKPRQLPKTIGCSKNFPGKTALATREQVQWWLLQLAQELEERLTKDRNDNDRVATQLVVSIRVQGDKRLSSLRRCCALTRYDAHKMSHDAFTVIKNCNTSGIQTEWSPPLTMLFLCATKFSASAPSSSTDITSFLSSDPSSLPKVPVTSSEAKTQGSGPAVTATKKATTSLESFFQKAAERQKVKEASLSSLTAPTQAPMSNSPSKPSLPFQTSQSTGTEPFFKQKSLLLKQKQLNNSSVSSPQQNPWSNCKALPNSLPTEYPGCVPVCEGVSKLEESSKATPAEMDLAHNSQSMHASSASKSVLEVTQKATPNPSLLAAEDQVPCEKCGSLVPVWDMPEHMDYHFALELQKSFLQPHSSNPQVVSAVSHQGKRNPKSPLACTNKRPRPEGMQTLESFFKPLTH
#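 Fluorescent replication assay: 50 nM final substrate added after a 15 min room-temperature compound preincubation with 10 nM enzyme. Signal taken at 0 min and again at 10 min.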
# The depositor's hits bear a star; ? = inconclusive; nt = not tested or not shown; & = joins results of further samples; [ ] = dose if it differs, or a comment. Unless noted, calls follow the shape of the dose curve; as a rule, active = well fitted curve in the direction sought with a large enough effect; inconclusive = small, poorly fitted or top-dose-only effect, or another doubt; inactive = no such curve, though single readings can be large; an effect the other way counts as inactive or inconclusive.
1	O=C(NCc1cccnc1)Nc1cccc(Cl)c1Cl
2	COc1ccc(C(=O)O/N=C(\N)c2ccccc2)cc1
3	COCCNc1ccc(-c2nc(-c3cccc(C)c3)no2)cc1[N+](=O)[O-]
4	Brc1ccc(-c2nnc3ccc(Nc4ccccc4)nn23)cc1
5	O=[N+]([O-])c1cc(C=Nc2ccc3ccccc3c2)ccc1Br
6	O=C(COc1coc(CN2CCN(c3ccc(F)cc3)CC2)cc1=O)NCC1CCCO1 (configuration not stated)
7	CC1C(=O)Nc2ccccc2N1C(=O)c1ccc(Cl)cc1 (configuration not stated)
8	O=[N+]([O-])c1ccc2c(c1)C(N1CCOCC1)/C(=C/COc1ccc3ccccc3c1Br)O2 (configuration not stated)
screen / no.	1	2	3	4	5	6	7	8
Apoferritin bind	-9%	-5%	-3%	-9%	-5%	nt	3%	-17%
APEX1 inh	1%	12%	nt	0%	4%	-8%	-10%	-13%
BLM helicase inh	-3%	2%	0%	0%	1%	nt	-2%	-2%
POLI inh	-9%	51%[activator]	-21%	nt	-15%	28%	-13%	-3%
POLK inh	1%	-3%	-4%	nt	-16%	-24%	-4%[60.1 µM]	-6%
LDHA inh	-7	-6	0	nt	21	1	-13	2
Glioma ERSR ind	3%	-15%	0%	nt	12%	-4%	-3%	-3%
POLB inh	46%	3%	-30%	-9%	27%	nt	5%	-6%
Pol eta inh	-4%	-16%	1%	nt	-3%	-8%	-4%	-4%

# As entered above:
# Under POLK inh, O=[N+]([O-])c1ccc2c(c1)C(N1CCOCC1)/C(=C/COc1ccc3ccccc3c1Br)O2 (configuration not stated) reads -6%
# Under POLB inh, COc1ccc(C(=O)O/N=C(\N)c2ccccc2)cc1 reads 3%
# Under APEX1 inh, Brc1ccc(-c2nnc3ccc(Nc4ccccc4)nn23)cc1 reads 0%

# New compounds follow:
9	CC1CCN(C(=O)CCCOc2cc(=O)n(C)c3ccccc23)CC1
10	NC(=O)Nc1ccc(C(=O)OCC(=O)Nc2ccc(Cl)cn2)cc1
11	O=C1CC(c2ccccc2)=C(c2ccccc2)C1c1ccccc1 (configuration not stated)
12	CN(c1ccccc1)S(=O)(=O)c1ccc(C(=O)N2CCc3ccccc3C2)cc1
13	COc1ccc(OC(C)C(=O)N(C)Cc2nc(-c3cccc(C)c3)no2)cc1 (configuration not stated)
14	O=C(Cc1ccc([N+](=O)[O-])cc1)Nc1ccon1
15	COc1ccc(CNC(=O)c2cc3ccccc3oc2=O)cc1
16	CN(CC(=O)N1CCCCCC1)S(=O)(=O)c1cccc2cccnc12
screen / no.	9	10	11	12	13	14	15	16
Apoferritin bind	4%	10%	nt	?	-1%	-8%	1%	-1%
APEX1 inh	9%	17%	nt	-4%	-12%	19%	37%	0%
BLM helicase inh	-7%	0%	nt	-9%	-1%	-6%	-3%	1%
POLI inh	17%	34%	7%	4%	73%[activator]	-5%	?	-10%
POLK inh	0%	3%	-5%	-5%	8%	1%	-20%	-1%
LDHA inh	0	-2	2	-5	-1	-1	-7	-1
Glioma ERSR ind	-3%	-4%	-4%	0%	-4%	-4%	?	-3%
POLB inh	-29%	40%[activator]	nt	-2%	2%	38%	-20%	11%
Pol eta inh	-4%	-25%	-9%	-7%	-12%	-8%	0%	-5%

17	CC(CN1C(C)CCCC1C)OC(=O)c1ccc(F)cc1 (configuration not stated)
18	CNc1cc(NS(=O)(=O)c2ccc(N)cc2)nc(NC)n1
19	COc1ccc(NC(=O)c2ccc(-c3ccc(-c4noc(C)n4)cc3C)cc2)cc1OCCN(C)C
20	Cc1ccc(CN(C)C(=O)C2CCC(=O)N(CCc3ccccc3)C2)o1 (configuration not stated)
21	O=C(NNC(=O)c1cccnc1SCc1cccc([N+](=O)[O-])c1)c1ccccn1
22	CCCc1nc2ccccc2n1CCc1ccccc1
23	CC(=O)OCC1OC(C#Cc2ccc(C)cc2C)C=CC1OC(C)=O (configuration not stated)
24	COC(/C=C/Nc1ccc(Cl)cc1)=C(C#N)C#N
screen / no.	17	18	19	20	21	22	23	24
Apoferritin bind	-6%	nt	8%&0%	-9%	-13%	-9%	-3%[15.3 µM]	-6%
APEX1 inh	-7%	8%&3%&2%	12%&-1%	17%	3%	6%	3%[12.4 µM]	-1%
BLM helicase inh	-3%	nt	56%&36%[activator]	-3%	-12%	-16%	0%[12.4 µM]	-1%
POLI inh	82%[activator]	54%[activator]	nt	-9%	11%	29%	nt	23%
POLK inh	-3%	-21%[60.1 µM]	?	9%	-25%	2%	nt	7%
LDHA inh	-2	1	nt	1	5	-3	nt	-2
Glioma ERSR ind	-3%	0%&0%&-1%	-2%&-4%&-12%	8%	-3%	-2%	3%	-2%
POLB inh	0%	19%[57.1 µM]	nt	25%	2%	12%	nt	4%
Pol eta inh	2%	-1%	nt	-6%	-5%	-17%	nt	-17%

25	O=C(CSCc1cccc(Br)c1)N1CCOCC1
26	CCN(CC)c1ccc(C(=O)NNC(=O)CNC(=O)c2cccs2)cc1
27	COc1ccc(C(=O)Nc2nc3c(s2)CCCC3)cc1S(=O)(=O)N1CCCc2ccccc21
28	O=C(Cc1cccs1)N/N=C/C=C/c1ccco1
29	CS(=O)(=O)c1ccc(-n2nnc3ccccc32)c([N+](=O)[O-])c1
30	COc1cc2nc(Nc3cccc(C)c3)nc(N)c2cc1OC
31	Cc1ccc(NC(=O)c2cccc3c2C(=O)N(C2CCCCC2)C3)c(Cl)c1
32	Cc1cc(C)cc(NC(=O)CCc2nnc3n(CC(C)C)c(=O)c4ccccc4n23)c1
screen / no.	25	26	27	28	29	30	31	32
Apoferritin bind	-20%	nt	-5%	-11%	4%	-9%	-4%	-4%
APEX1 inh	-3%	10%	19%	16%	31%[12.4 µM]	nt	26%	nt
BLM helicase inh	2%	nt	-11%	25µM*	-4%	-2%	-7%	-10%
POLI inh	4%	-17%	23%	28µM*	6%	7%	8%	27%
POLK inh	1%	-7%	-1%	79µM*	3%	8%	2%	1%
LDHA inh	0	-3	-1	5	3	0	0	-6
Glioma ERSR ind	10%	-2%	0%	3%	-4%	-7%	-8%	-2%
POLB inh	12%	nt	6%	18µM*	8%	-2%	17%	1%
Pol eta inh	6%	-2%	-21%	8.9µM*	-7%	-9%	-26%	-15%

# Values by screen from above.
# POLI inh for entries 8 to 17 → -3%, 17%, 34%, 7%, 4%, 73%[activator], -5%, ?, -10%, 82%[activator]
# Pol eta inh for entries 8 to 17 → -4%, -4%, -25%, -9%, -7%, -12%, -8%, 0%, -5%, 2%

# The results go on.
33	COc1ccc(NS(=O)(=O)c2cccc(C(=O)NCC(c3cccs3)N3CCOCC3)c2)cc1 (configuration not stated)
34	CCN1/C(=C2\C(=O)N(C)C(=S)N2C)C=Cc2cc(OC)ccc21
35	CCOc1ccc(S(=O)(=O)NCC(=O)N(C)Cc2cccnc2)cc1
36	CCc1cccc(C)c1N1C(=O)CN(Cc2ccccc2)C1=S
37	CCOC(=O)C1CCC(CN(Cc2ccc(Cl)cc2)S(=O)(=O)c2cccc(Cl)c2C)CC1 (configuration not stated)
38	COC(=O)c1sccc1-c1ccc(C(N)=O)o1
39	CCOc1ccc(CSC2=NCCN2)cc1Cl
40	COc1ccc(C(CNC(=O)c2oc3ccc(OC)cc3c2C)N2CCCC2)cc1 (configuration not stated)
screen / no.	33	34	35	36	37	38	39	40
Apoferritin bind	nt	-11%	?	-3%	1%	-10%	-19%	nt
APEX1 inh	10%	3%	-1%	13%	nt	-5%	-3%	1%
BLM helicase inh	nt	2%	-7%	-9%	-10%	0%	0%	nt
POLI inh	51%[activator]	90%[activator]	-15%	-27%	13%	nt	?	7%
POLK inh	-6%	-8%	-3%	-1%	-5%[60.1 µM]	nt	-6%	-2%
LDHA inh	1	1	-2	3	-3	nt	-4	-1
Glioma ERSR ind	-2%	-5%	0%	-6%	-2%	nt	-1%	-3%
POLB inh	nt	-12%	-20%	12%	21%	?	2%	nt
Pol eta inh	-3%	-23%	-9%	-15%	-3%	nt	-12%	-15%

41	CCOC(=O)C1CCCCN1S(=O)(=O)c1ccc2c(c1)CC(C)N2C(=O)C1CCC1 (configuration not stated)
42	COc1ccc(C(=O)NC(=S)Nc2ccc(S(=O)(=O)Nc3cc(OC)ncn3)cc2)cc1
43	Cc1ccc(C(F)(F)F)cc1NC(N)=S
44	N#CN=c1snc(-c2ccccc2Cl)n1-c1ccc(F)cc1
45	Cc1cc(N2C(=O)C=CC2=O)c([N+](=O)[O-])cc1C
46	O=C1c2ccccc2C(=O)N1CCC(O)C[N+](=O)[O-] (configuration not stated)
47	CCOC(=O)C1(Cc2ccccc2)CCN(Cc2cc(=O)c3ccccc3[nH]2)CC1
screen / no.	41	42	43	44	45	46	47
Apoferritin bind	-5%	6%	-14%	nt	7%	-13%	-12%
APEX1 inh	42%[activator]	17%	5%	nt	-2%	-5%	-5%
BLM helicase inh	-4%	-1%	-5%	nt	-2%	-3%	-2%
POLI inh	15%	-2%	25%	11%	-24%	5%	20%
POLK inh	4%	-14%	-8%	-14%	-6%	-5%	-18%
LDHA inh	-2	-1	-1	-2	3	6	-4
Glioma ERSR ind	-3%	0%	-4%	1%	-15%	2%	-3%
POLB inh	0%	39%	-4%	nt	0%	84%	-18%
Pol eta inh	-16%	-1%	-1%	nt	-14%	-12%	-21%

# Screening data deposited in PubChem by National Center for Advancing Translational Sciences (NCATS).

# The list is partial (hit frequency here may not be typical).
